High-throughput results as filed in PubChem.
TDP1 inh = blocks human tyrosyl-DNA phosphodiesterase 1; Q9NUW8; recombinant TDP1, AlphaScreen DNA substrate cleavage; Potency, µM (doses to about 130 µM), inactives show at the highest dose activity change, negative = inhibition, actives largely listed as inhibitors; 350,000 tested, 0.28% active; further: nearly all actives have a fitted effect of over 40% in size
Target sequence (Q9NUW8 whole entry, looked up): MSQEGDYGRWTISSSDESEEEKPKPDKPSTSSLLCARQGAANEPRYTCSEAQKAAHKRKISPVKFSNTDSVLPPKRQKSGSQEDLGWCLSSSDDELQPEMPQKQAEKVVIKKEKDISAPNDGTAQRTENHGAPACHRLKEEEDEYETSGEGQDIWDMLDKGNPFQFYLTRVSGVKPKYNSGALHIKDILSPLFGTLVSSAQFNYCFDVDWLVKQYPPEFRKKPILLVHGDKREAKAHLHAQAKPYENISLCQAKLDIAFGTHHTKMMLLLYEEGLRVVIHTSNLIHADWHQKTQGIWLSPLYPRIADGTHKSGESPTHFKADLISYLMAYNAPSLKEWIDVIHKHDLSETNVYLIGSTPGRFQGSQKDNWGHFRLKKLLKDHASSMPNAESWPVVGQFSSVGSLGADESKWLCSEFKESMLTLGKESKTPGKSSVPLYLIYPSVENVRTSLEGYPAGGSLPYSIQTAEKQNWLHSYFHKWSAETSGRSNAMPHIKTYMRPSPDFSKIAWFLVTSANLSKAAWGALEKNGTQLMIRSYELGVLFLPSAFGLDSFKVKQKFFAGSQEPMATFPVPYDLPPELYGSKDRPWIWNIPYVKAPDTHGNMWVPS
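Tdp1 1 nM final; 15 min RT w/ cpd; substrate 15 nM, 5 min; beads 10 ug/ml, 10 min; AlphaScreen read. Neg ctrl: no enzyme.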
TDP1 cell CPT = growth inhibition of DT40 Tdp1-/-;hTDP1 cells with camptothecin (screen for TDP1 inhibitors); chicken DT40 Tdp1-/-;hTDP1 cells + 20 nM CPT, ATP luminescence, 48 h; Potency, µM (highest dose often 46.2 µM), for the others: at the top dose activity change, negative = growth inhibition, most hits filed as inhibitors; 420,000 tested, 12% active; further: nearly all actives have a fitted effect of over 55% in size
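Chicken DT40 Tdp1-/- cells complemented with human TDP1, 400 cells/well, exposed to compounds plus 20 nM camptothecin for at least 48 h at 37 C; viability read as ATP content by CellTiter-Glo luminescence.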
TDP1 cell noCPT = qHTS for Inhibitors of human tyrosyl-DNA phosphodiesterase 1 (TDP1): qHTS in cells in absence of CPT; DT40 Tdp1-/- hTDP1 cells, no CPT, ATP luminescence, 48 h; 420,000 tested, 15% active; Potency, µM (doses to about 46.2 µM), for the others: at the highest dose activity change, negative = growth inhibition, hits mostly inhibitors; further: nearly all actives have a fitted effect of over 55% in size
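Chicken DT40 Tdp1-/- cells stably complemented with human TDP1 were seeded at 400 cells/well with DMSO in place of 20 nM camptothecin. After compound pinning, cells grew at least 48 hr at 37 °C; viability read by CellTiter-Glo luminescence.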
An asterisk follows results filed as active; ? = inconclusive; / = no result given; & = joins results of further samples; [ ] = remark or other dose. The call rests on the fitted dose curve; in most records, active means well fitted curve in the direction sought with a large enough effect; inconclusive means small, poorly fitted or top-dose-only effect, or another doubt; inactive means no such curve, though single readings can be large; an effect the other way counts as inactive or inconclusive. On the % scale 0 is the no-effect control and ±100 the full control effect; potency means the concentration at half of the fitted maximal effect.

canonical_smiles,TDP1 inh,TDP1 cell CPT,TDP1 cell noCPT
CNC(=S)NNC(=O)Cc1ccc(OC)cc1,/,15%,-5%
Cn1ncc([N+](=O)[O-])c1C(=O)Nc1ccn(Cc2ccccc2F)n1,10%,-5%,-1%
CCn1c(SCC(=O)c2ccc(Cl)cc2)nnc1-c1ccoc1C,9%,-25%,?
C[C@@H]1CNC(=O)c2c(C(=O)NC3CCN(C(=O)OC(C)(C)C)CC3)ncn21,/,-1%,-5%
COCCCn1c(C(=O)NCCC2=CCCCC2)cc2c(=O)n3cccc(C)c3nc21,0%,-16%,-4%
COC(=O)c1ccc(N2C(=O)C3C4C=CC(CC4)C3C2=O)cc1 (configuration not stated),/,-1%,2%
COc1ccccc1N1CCN(C(=O)c2cccc(N3C(=O)NC4CC3(C)Oc3c(OC)cccc34)c2)CC1 (configuration not stated),6%,-18%,4%
CCCSC1=C(C#N)C(c2cccs2)C(C(=O)Nc2ccccc2)=C(C)N1 (configuration not stated),-8%,?,?
O=C(CCN1CCN(C(c2ccccc2)c2ccccc2)CC1)N/N=C/c1ccc(O)cc1,5%,?,?
O=S(=O)(Nc1ccccc1N1CCOCC1)c1ccccc1C(F)(F)F,-2%,?,18µM*
Nc1ccc(Oc2ccc3c(c2)OCO3)cc1,6%,6%,2%
O=C(NCCOc1ccccc1)c1cc([N+](=O)[O-])ccc1N1CCOCC1,6%,1.8µM*,1.6µM*
CCN(CC)c1sc(S(=O)(=O)c2ccccc2)nc1S(=O)(=O)c1ccc(C)cc1,5%,?,15µM*
Cc1ccccc1NC(=O)CN1CCC(n2nnc3ccccc32)CC1,2%,-13%,-29%
Cc1cccc(CC(=O)NCc2nc3cccnc3n2Cc2ccc(F)cc2)c1,-4%,?,?
COC(=O)c1cc(C(=O)OC)cc(N2C(=O)CC(NNC(=O)c3ccc(C)cc3)C2=O)c1 (configuration not stated),-3%,-18%,-7%
CC(=O)OC1CCC2(C)C(=CCC3C2CCC2(C)C3C[C@@H]3O[C@]32C(C)=O)C1 (some centres not stated),11%[56.1 µM],13%,3%
Cc1[nH]c2c(C)cccc2c1CCNC(=O)c1ccc2c(c1[N+](=O)[O-])C(=O)c1ccccc1C2=O,2%,16µM*,8.2µM*
CNC(=S)N(Cc1ccc(OC)cc1)C1CC(=O)N(c2ccc(OC)cc2)C1=O (configuration not stated),-8%,?,?
CCCN1C(=O)C(O)(CC(=O)c2ccc(OC)c(OC)c2)c2ccccc21 (configuration not stated),/,?,16µM*
Cc1nn(C(=O)CCC(=O)NCCc2ccccc2)c2ccccc12,0%,2%,12%
Cc1ccccc1-n1c(SCc2c(C)noc2C)nnc1-c1cccnc1,5%,-18%,-28%
COc1ccc(CCNC(=O)C2CCN(Cc3nc(-c4ccc(Cl)cc4)oc3C)CC2)cc1OC,/,-15%,?
CCOC(=O)COc1c(Br)cc(/C=C2\SC(=O)N(CC(=O)N3CCCC3)C2=O)cc1OC,2%,-23%,-23%
N#CC1=C2SCN(Cc3ccco3)CN2C(=O)CC1c1cccc2ccccc12 (configuration not stated),11%,?,?

Quoted from the listing for reference:
canonical_smiles,TDP1 inh,TDP1 cell CPT,TDP1 cell noCPT
CNC(=S)N(Cc1ccc(OC)cc1)C1CC(=O)N(c2ccc(OC)cc2)C1=O (configuration not stated),-8%,?,?
CCCN1C(=O)C(O)(CC(=O)c2ccc(OC)c(OC)c2)c2ccccc21 (configuration not stated),/,?,16µM*
Cc1nn(C(=O)CCC(=O)NCCc2ccccc2)c2ccccc12,0%,2%,12%
Cc1ccccc1-n1c(SCc2c(C)noc2C)nnc1-c1cccnc1,5%,-18%,-28%

Continuation:
canonical_smiles,TDP1 inh,TDP1 cell CPT,TDP1 cell noCPT
COCCNC(=O)Cn1cnc2c(cnn2-c2ccc(OC)cc2)c1=O,/,3%,-1%
CCN(CC)CCCn1c2c(c(SCC(=O)Nc3cccc(C)c3C)nc1=O)CCC2,-6%,11%,-16%
COc1ccc(NC(=O)c2cc(S(=O)(=O)N3CCCC(C)C3)cn2C)c(OC)c1 (configuration not stated),5%,-6%,0%
CCCN(CC(=O)Nc1ccccc1C)C(=O)CCCOc1ccc(Br)cc1,-3%,?,18µM*
Cc1ccc(-n2[nH]c(C)c(/C=N/c3cccc(C)n3)c2=O)cc1,10%,?,-14%
Nc1ncnc2c1ncn2[C@@H]1O[C@H](CO)[C@@H](O)[C@H]1O,0%,-11%&3%&-14%,-28%&-5%&-12%
CC(=O)C1C(c2ccc(Cl)cc2)c2c(n[nH]c2C)CC1(C)O (configuration not stated),0%,-7%,3%
O=C(CCCC(=O)NC1CCCCC1)Nc1ccc([N+](=O)[O-])cc1,/,-24%,?
O=C(Nc1nc(-c2ccccc2)cs1)C1CCCCN1S(=O)(=O)c1ccccc1 (configuration not stated),10%,26µM*,23µM*
O=C(NCC1CCCO1)c1cc2ccccc2cc1O (configuration not stated),0%,-16%,?
O=C(O)c1ccc(OC2CSC2)cc1,/,9%,5%
NCCCCCc1cn([C@@H](CO)C(=O)NCCCCCCCCCCC(=O)N2CCNCC2)nn1,/,9%,9%
COc1cc(NC(=O)CSc2nnnn2-c2ccccc2)cc(OC)c1OC,5%,-25%,?
COc1cc(/C(C)=N/NC(=O)c2ccc(CSc3nncn3C)cc2)cc(OC)c1OC,1%,9%,3%
CCOc1ccc(S(=O)(=O)c2cn(Cc3ccccc3)c3ccc(OCC)cc3c2=O)cc1,1%,13µM*,?
O=c1c2ccccc2n2c(-c3cccc(Cl)c3)nnc2n1Cc1ccccc1,8%,?,?
Cc1ccc2c(c1)N(CC(=O)O)C(=O)CO2,3%,10%,13%
NS(=O)(=O)c1ccc(N=Nc2nc3[nH]cnc(=S)c3[nH]2)cc1,/,5µM*,6.3µM*
CC(/C=C/c1ccccc1)=N\Nc1nc2c(c(=O)[nH]c(=O)n2C)n1CCO,6%,-11%,-16%
Oc1cc2c(cc1C(c1ccc(Cl)c(Cl)c1)N1CCCC1)OCO2 (configuration not stated),-6%,?,23µM*
O=C(CSc1ncc2c(n1)-c1ccccc1N(Cc1ccc(F)cc1)S2(=O)=O)NCc1ccccc1,5%,-3%,-17%
CC1(C(=O)NS(=O)(=O)Cc2cccc(Cl)c2)CCN1C(=O)C/C=C/c1ccccc1 (configuration not stated),/,-8%,-25%
COc1ccc(CNc2cc(-c3ccc(OC)cc3)nc3nncn23)cc1,2%,?,16µM*
Cc1ccc(/C(O)=C2\C(=O)C(=O)N(c3cc(C)on3)C2c2cccc(Cl)c2)cc1 (configuration not stated),4%,-20%,-20%
Oc1cccc(C2c3[nH]c4ccccc4c3CCN2Cc2ccc3c(c2)CCO3)c1 (configuration not stated),11%,?,21µM*

One compound at a time, from the list above. Order of values: TDP1 inh	TDP1 cell CPT	TDP1 cell noCPT
CCN(CC)CCCn1c2c(c(SCC(=O)Nc3cccc(C)c3C)nc1=O)CCC2 as listed: -6%	11%	-16%
O=C(NCC1CCCO1)c1cc2ccccc2cc1O (configuration not stated) as listed: 0%	-16%	?
COc1cc(NC(=O)CSc2nnnn2-c2ccccc2)cc(OC)c1OC as listed: 5%	-25%	?
Oc1cc2c(cc1C(c1ccc(Cl)c(Cl)c1)N1CCCC1)OCO2 (configuration not stated) as listed: -6%	?	23µM*
CC(=O)C1C(c2ccc(Cl)cc2)c2c(n[nH]c2C)CC1(C)O (configuration not stated) as listed: 0%	-7%	3%

Next section:
canonical_smiles,TDP1 inh,TDP1 cell CPT,TDP1 cell noCPT
CCN(CC(=O)NCC1CCCO1)S(=O)(=O)c1ccc2ccccc2c1 (configuration not stated),/,20%,-1%
COc1c(S(=O)(=O)N2CCN(C(=O)c3ccco3)CC2)ccc(Cl)c1Cl,1%,-27%,-22%
Cc1cc(/C=C/c2ccccc2)nc2ccccc12,/,?,10µM*
O=C(NC(c1ccc(-c2ccccc2)cc1)c1cnccn1)C1CCN(Cc2cccs2)CC1 (configuration not stated),/,?,?
Cc1nc2c(OCc3cc(Cl)cc(Cl)c3)cccn2c1N(C)C(=O)CCC1CCCC1,/,?,?
O=C(Cc1ccc(NC(=O)C2CCCN(C(=O)C3CC3)C2)cc1)Nc1cccc(C(=O)N2CCCC2)c1 (configuration not stated),/,1%,-1%
COC(=O)c1cc2sc(Cl)cc2n1Cc1nc(-c2ccccc2F)oc1C,2%,-20%,-12%
COc1ccc(CNc2nn3c(-c4cccc(C(=O)N(C)C)c4)cnc3s2)cc1,/,23µM*,18µM*
CN(C)c1oc(-c2ccc(Cl)cc2)nc1S(=O)(=O)c1ccccc1,11%,-2%,12%
C=C(C)c1ccc(C(C)(C)NC(=O)N(Cc2ccccc2)Cc2ccco2)cc1,2%,18µM*,16µM*
NC(=O)C1=C[C@@H](C2CCCCC2)C[C@@H](OCCCCO)O1,5%,-10%,1%
COc1ccc(C(=O)NC2CC(C)(C)Cc3c2cnn3-c2ccccc2C)c(OC)c1OC (configuration not stated),1%,23µM*,16µM*
CCOC(=O)c1[nH]c2ccc(Br)cc2c1NC(=O)CNC,4%,-18%,4%
O=c1ccc(-c2ccc(S(=O)(=O)NCc3cccc(Br)c3)s2)n[nH]1,0%,-21%,-2%
COCCn1c(C)cc(C(=O)CSc2nnc(-c3cccnc3)n2-c2ccccc2F)c1C,6%,-6%,-21%
CCOC(=O)c1cnc2c(C)cccc2c1Nc1ccc(OC(C)C)cc1,/,?,23µM*
COc1ccc(-c2sc(Nc3ccccc3)n[n+]2-c2ccc(F)cc2)c(OC)c1OC,/,?,13µM*
Nn1cnnc1N/N=C/c1cc([N+](=O)[O-])c(Cl)cc1Cl,-9%,2%,2%
C=CCn1c(SCCN2C(=O)c3ccccc3C2=O)nc2scc(-c3ccc(F)cc3)c2c1=O,/,-11%,-4%
O=C(NCc1ccncc1)C(=O)NCC(c1ccco1)N1CCN(c2ccccc2)CC1 (configuration not stated),6%,?,-2%
CC(=O)Nc1ccc(NC(C)=C(C#N)C#N)cc1,3%,5%,6%
O=C(c1cccc(S(=O)(=O)N2CCOCC2)c1)N1CCN(c2ncccn2)CC1,/,0%,-6%
CN1C(=O)C(CCC(N)=O)NC1=S (configuration not stated),/,18%,-3%
Cc1noc2ncnc(Oc3ccccc3)c12,0%,-19%,-28%
C=CCn1c(-c2cc(OC)c(OC)c(OC)c2)n[nH]c1=S,2%,?,6%

Further structures.
canonical_smiles,TDP1 inh,TDP1 cell CPT,TDP1 cell noCPT
O=C(CCSCc1ccccc1)Nc1ccc2c(c1)OCCO2,2%,-12%,-16%
N#CCCN1CCN(S(=O)(=O)c2ccc(S(=O)(=O)NC3CCCCC3)cc2)CC1,0%,?,-19%
Cn1c(=O)c2c(ncn2CC(=O)OCC(=O)Nc2ccc(Cl)cc2Cl)n(C)c1=O,1%,27%,-1%
Cc1ccc(NC(=O)CCc2nnc3ccc(N4CCC5(CC4)OCCO5)nn23)nc1,4%,-13%,-3%
Cc1csc(NC(=O)c2oc3ccccc3c2C)n1,-2%,?,?
Cc1ccc(C)c(NC(=O)CSc2ccc3nc(-c4ccccc4)cn3n2)c1,3%,?,?
COc1ccc(Cn2ccc3nc(C)c(C(=O)Nc4ccc(OC(F)(F)F)cc4)cc3c2=O)cc1,-1%,?,?
Cc1cccc(C(C)C)c1-n1nnnc1-c1ccccc1,2%,-26%,?
O=C1c2cccc3c2C2(O)c4c1cccc4C(=O)c1cccc(c12)C3=O,/,?,?
COc1cccc(OCc2cc(C(=O)N3CCC(C(O)C(C)C)CC3)no2)c1 (configuration not stated),1%,?,?
Cc1ccc2[nH]c(O)c(N=Nc3ccccc3C)c2c1,3%,?,?
CC(C)OCCCn1c(-c2ccco2)nc2nc3ccccc3nc21,-5%,?,23µM*
CC(=O)c1c(N2CCN(c3cccc(Cl)c3)CC2)nc(=S)n(-c2ccccc2)c1C,11%,?,?
COc1ccc(N2C(=O)CC(Nc3cccc(C(C)=O)c3)C2=O)cc1OC (configuration not stated),1%,-6%,17%
CCCCN1CC(=O)N2[C@H]3c4cc(C)ccc4OC[C@@H]3[C@H](C(=O)OCC)[C@]2(C)C1=O,1%,-30%,-5%
Cn1nc(C(=O)NCc2ccccc2)cc1C(=O)NCc1ccccc1,6%,?,-8%
COc1ccc(Cl)cc1NC(=O)C(C)N1CCN(C/C=C/c2ccccc2)CC1 (configuration not stated),0%,?,21µM*

Compounds as they come (roughly 18% active in at least one column).
